Bioassay records from PubChem.
HTR2A ag – activates the mouse 5-HT2A serotonin receptor; activation, % at 7.6 µM; CHO-K1 mHTR2A beta-arrestin complementation, luminescence; percent of 30 µM serotonin response; 360,000 tested, 0.66% active;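 active = activation above a run cutoff, the mean activation of all tested compounds plus 3 SD, cut at about 14% in these data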;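 note: 0% = plate median of compound wells and 100% = 30 µM serotonin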
PDI inh – blocks human protein disulfide isomerase activity; PDI insulin aggregation turbidity, A650, 90 min; 350,000 tested, 0.052% active; inhibition, % at 10 µM;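 active = mean inhibition across replicates of 30% or more, whatever share of single replicates reach that level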;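 note: absorbance from insulin aggregation driven by PDI reduction with DTT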
hiPSC survival – increases survival of single human iPS cells. hiPSC single-cell survival, ATPlite luminescence; 100% = ROCK inhibitor wells, 0% = DMSO. AID 602274. survival enhancement, % at 20 µM. 360,000 tested, 0.044% active; in the data active = survival enhancement above about 18%;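 note: cells exposed to compounds for 16 hours before the ATP read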
Glyco luc inh – N-linked glycosylation inhibition. reporter increase, % at 12.5 µM. 360,000 tested, 0.23% active. D54 ERlucT glycosylation luciferase reporter, 24 h; percent of 100 nM tunicamycin response. AID 588692;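 active = mean luciferase reporter signal, scaled so untreated is 0 and the glycosylation-blocking control 100, at or above a set limit in every replicate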;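 note: luciferase carries N-glycosylation sites so blocking glycosylation raises the light; 0% = median of neutral control wells and 100% = median of 100 nM tunicamycin wells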
H9c2 protect – modulators protecting cardiomyocytes from myocardial damage | H9c2 cardiomyocytes, H2O2 injury protection, ATPLite, 2 h | protection from H2O2 cell death, % at 20 µM | 360,000 tested, 0.63% active;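 active = compounds giving at least 50% protection of heart cells from peroxide-induced death in the single-dose screen, raw or plate-pattern-corrected value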;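 note: 0% = DMSO wells with peroxide and 100% = DMSO wells without peroxide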
Granule exo inh – blocks lytic granule exocytosis; TALL-104 LAMP-1 surface exposure, flow cytometry; cells stimulated with thapsigargin and PMA; inhibition, % at 10 µM; 360,000 tested, 0.66% active;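 active = inhibition above about 55%, limit read from the data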
aDG glyco up – alpha-DG glycosylation activation; activation, % at 10 µM; Pro5-aDG cells, alpha-DG glycosylation AlphaScreen (IIH6); 0% Pro5, 100% B10-LARGE cell signal; AID 624168; 360,000 tested, 0.22% active;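 active = activation of at least 8% versus controls, or a plate z-score of at least 8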;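 note: Pro5 are CHO cells carrying HIG-tagged alpha-DG that lacks glycosylation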
Vif imaging – blocks HIV Vif function; inhibition, % at 7.49 µM; 340,000 tested, 0.35% active; HEK293T cells, Vif self-association by quenched fluorescence, imaging, 24 h; in the data active = inhibition above about 50%, passing the limit was not always enough; note: some results filed as inactive read as strong as hits
ABCB6 inh 2 – blocks the human ABCB6 transporter; fluorescence ratio to DMSO, % at 10 µM; 360,000 tested, 0.19% active; K562-ABCB6 porphyrin accumulation, flow cytometry, 1 h; active compounds read low; Q9NP58;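 active = fluorescence ratio to DMSO below 75%, the collection mean minus 3 SD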;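 note: signal is porphyrin accumulated inside mitochondria; 100% equals median channel fluorescence of DMSO control wells; lower ratio means ABCB6 inhibition with less porphyrin fluorescence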
Target sequence (Q9NP58 whole entry, looked up): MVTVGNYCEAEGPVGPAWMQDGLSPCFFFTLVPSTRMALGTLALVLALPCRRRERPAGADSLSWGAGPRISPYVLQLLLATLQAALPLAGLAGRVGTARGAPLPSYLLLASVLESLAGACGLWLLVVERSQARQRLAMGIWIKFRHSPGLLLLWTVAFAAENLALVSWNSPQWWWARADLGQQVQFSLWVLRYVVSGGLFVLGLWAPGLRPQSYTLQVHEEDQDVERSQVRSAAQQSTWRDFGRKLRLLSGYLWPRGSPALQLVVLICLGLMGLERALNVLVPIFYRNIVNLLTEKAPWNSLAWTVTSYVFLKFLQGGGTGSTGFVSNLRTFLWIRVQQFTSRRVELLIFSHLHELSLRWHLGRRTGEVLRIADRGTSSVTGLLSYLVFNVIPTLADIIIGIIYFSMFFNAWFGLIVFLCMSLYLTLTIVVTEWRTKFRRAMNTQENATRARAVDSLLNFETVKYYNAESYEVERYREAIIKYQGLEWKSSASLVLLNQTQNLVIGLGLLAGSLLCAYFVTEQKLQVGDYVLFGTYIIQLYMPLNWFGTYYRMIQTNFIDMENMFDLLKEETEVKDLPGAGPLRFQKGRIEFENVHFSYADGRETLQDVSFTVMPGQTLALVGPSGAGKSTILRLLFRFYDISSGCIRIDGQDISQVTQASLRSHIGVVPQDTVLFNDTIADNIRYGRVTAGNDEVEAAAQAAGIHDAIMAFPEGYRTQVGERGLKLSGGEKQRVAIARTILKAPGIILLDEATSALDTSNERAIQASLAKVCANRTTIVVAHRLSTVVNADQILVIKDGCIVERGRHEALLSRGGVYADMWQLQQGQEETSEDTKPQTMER
CaV13 ICDI inh – Primary screen for inhibitors of IQ motif and Ca2+-dependent inactivation inhibitor domain binding in CACNA1D, Förster resonance energy transfer in living cells, …. HEK cells, CFP/YFP FRET ICDI-IQ, plate reader, 10 min; percent FRET-ratio fall versus neutral wells. inhibition, % at 12.3 µM. 340,000 tested, 0.098% active. AID 743397;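 active = mean replicate inhibition of at least 30% and at least 1% of replicates passing that level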;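 note: 0% = median of the neutral control wells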
Starred values were filed as active, the others as inactive; / = no result given.

Start of the data: the first 16 records, ahead of the listing:
SMILES	HTR2A ag	PDI inh	hiPSC survival	Glyco luc inh	H9c2 protect	Granule exo inh	aDG glyco up	Vif imaging	ABCB6 inh 2	CaV13 ICDI inh
Brc1ccc(-c2csc(N/N=C/c3ccco3)n2)cc1	2	-2	-0.4	12	0	-2	-0.5	17	101	-5
COc1ccc(S(=O)(=O)Nc2cccc3c2O[C@@H](CN(C)Cc2ccc(C(=O)O)cc2)[C@@H](C)CN([C@H](C)CO)C3=O)cc1	6	1	1.7	2	7	-3	-0.4	-3	99	-2
CC(C)CC(NC(=O)C1CCC(=O)N1)C(=O)NC(CC(C)C)C(=O)N1CCCC1C(N)=O (centres undefined)	-1	4	2.7	-1	3	1	-0.1	-2	107	-2
COc1ccc(S(=O)(=O)N2CCCCCC2)cc1C(=O)Nc1cccc(C)n1	-3	-12	-0.1	-6	10	4	0.1	0	98	/
COc1ccc2c(COC(=O)[C@H](C)NS(=O)(=O)c3ccccc3F)cc(=O)oc2c1	-1	-3	-0.3	0	1	1	-0.1	8	91	-3
CC(=O)N(c1cccc(Br)c1)c1nc(C)cc(C)c1C#N	2	14	0.9	0	3	2	0.1	1	96	2
COc1cccc(C2C3=C(CC(C)(C)CC3=O)Nc3cc(OC)c(OC)cc32)c1 (centres undefined)	-5	-1	-0.5	1	6	-1	-0.3	-1	99	0
COc1cc(N)ccc1NC(=O)c1cc2ccccc2o1	3	3	-0.4	-6	-6	1	0.3	-6	103	2
Cc1ccc(-c2cc(-c3ccccc3O)nc(N/N=C/c3cccnc3)n2)cc1	3	3	2.2	15	4	1	-0.4	-5	99	-8
O=C(OCC(=O)N(C1CCCCC1)C1CCCCC1)c1ccc(O)cc1	0	2	-0.1	0	8	-3	-0.1	/	97	-6
CC(C)N1CCC(N2CCN(C3CCCC3)CC2CCO)CC1 (centres undefined)	-1	7	-2.7	0	1	-3	-0.6	-10	100	-5
CCc1nc2ccc(C(=O)N3CCN(S(=O)(=O)CC)CC3)cn2c1N(CC)C(=O)NCCc1ccccc1	2	5	-2.4	1	8	-5	0.0	-2	98	-11
NC(=O)c1nsc(C(=O)N(c2ccc3c(c2)OCO3)C(C(=O)NCC2CCCO2)c2ccc(F)cc2)c1N (centres undefined)	-6	2	-0.5	-2	15	10	-0.1	11	92	-3
CCOc1ccccc1N1CCN(C(=O)NC(C)c2ccc(F)c(F)c2)CC1 (centres undefined)	8	-1	-0.3	1	2	5	-0.1	0	98	-19
O=C(NCc1ccc2c(c1)OCO2)c1cc(-c2cc(Cl)ccc2O)n[nH]1	7	-9	0.7	1	-8	-2	0.2	-5	87	-2
Cc1ccc(S(=O)(=O)N2CCC(C)CC2)c([N+](=O)[O-])c1	-3	-7	0.5	0	-5	1	-0.2	-7	94	-4

This part in full, repeating the preview:
SMILES	HTR2A ag	PDI inh	hiPSC survival	Glyco luc inh	H9c2 protect	Granule exo inh	aDG glyco up	Vif imaging	ABCB6 inh 2	CaV13 ICDI inh
Brc1ccc(-c2csc(N/N=C/c3ccco3)n2)cc1	2	-2	-0.4	12	0	-2	-0.5	17	101	-5
COc1ccc(S(=O)(=O)Nc2cccc3c2O[C@@H](CN(C)Cc2ccc(C(=O)O)cc2)[C@@H](C)CN([C@H](C)CO)C3=O)cc1	6	1	1.7	2	7	-3	-0.4	-3	99	-2
CC(C)CC(NC(=O)C1CCC(=O)N1)C(=O)NC(CC(C)C)C(=O)N1CCCC1C(N)=O (centres undefined)	-1	4	2.7	-1	3	1	-0.1	-2	107	-2
COc1ccc(S(=O)(=O)N2CCCCCC2)cc1C(=O)Nc1cccc(C)n1	-3	-12	-0.1	-6	10	4	0.1	0	98	/
COc1ccc2c(COC(=O)[C@H](C)NS(=O)(=O)c3ccccc3F)cc(=O)oc2c1	-1	-3	-0.3	0	1	1	-0.1	8	91	-3
CC(=O)N(c1cccc(Br)c1)c1nc(C)cc(C)c1C#N	2	14	0.9	0	3	2	0.1	1	96	2
COc1cccc(C2C3=C(CC(C)(C)CC3=O)Nc3cc(OC)c(OC)cc32)c1 (centres undefined)	-5	-1	-0.5	1	6	-1	-0.3	-1	99	0
COc1cc(N)ccc1NC(=O)c1cc2ccccc2o1	3	3	-0.4	-6	-6	1	0.3	-6	103	2
Cc1ccc(-c2cc(-c3ccccc3O)nc(N/N=C/c3cccnc3)n2)cc1	3	3	2.2	15	4	1	-0.4	-5	99	-8
O=C(OCC(=O)N(C1CCCCC1)C1CCCCC1)c1ccc(O)cc1	0	2	-0.1	0	8	-3	-0.1	/	97	-6
CC(C)N1CCC(N2CCN(C3CCCC3)CC2CCO)CC1 (centres undefined)	-1	7	-2.7	0	1	-3	-0.6	-10	100	-5
CCc1nc2ccc(C(=O)N3CCN(S(=O)(=O)CC)CC3)cn2c1N(CC)C(=O)NCCc1ccccc1	2	5	-2.4	1	8	-5	0.0	-2	98	-11
NC(=O)c1nsc(C(=O)N(c2ccc3c(c2)OCO3)C(C(=O)NCC2CCCO2)c2ccc(F)cc2)c1N (centres undefined)	-6	2	-0.5	-2	15	10	-0.1	11	92	-3
CCOc1ccccc1N1CCN(C(=O)NC(C)c2ccc(F)c(F)c2)CC1 (centres undefined)	8	-1	-0.3	1	2	5	-0.1	0	98	-19
O=C(NCc1ccc2c(c1)OCO2)c1cc(-c2cc(Cl)ccc2O)n[nH]1	7	-9	0.7	1	-8	-2	0.2	-5	87	-2
Cc1ccc(S(=O)(=O)N2CCC(C)CC2)c([N+](=O)[O-])c1	-3	-7	0.5	0	-5	1	-0.2	-7	94	-4
Cc1ccc(O)c(C(CC(=O)N2CCCC2)c2ccccc2)c1 (centres undefined)	-2	-3	4.6	4	-1	0	0.1	-6	105	/
O=C(CSc1ccccc1F)NC1CCS(=O)(=O)C1 (centres undefined)	2	12	0.0	-1	2	-7	-0.2	-9	95	-2
O=C(CN1CCC(n2nnc3cc(F)ccc32)CC1)NCc1ccco1	3	-5	-1.8	-1	-2	-3	-0.2	3	99	-4
CCCNc1nc2ccccc2c(=O)[nH]1	3	-5	1.0	0	29	2	-0.3	/	100	-21
COc1ccc(CCNC(=O)C23CCC(C)(C(=O)C2=O)C3(C)C)cc1OC (centres undefined)	5	10	0.1	0	-1	-6	-0.3	16	103	-7
CCS(=O)(=O)N1N=C(c2ccc(NS(C)(=O)=O)cc2)CC1c1ccccc1 (centres undefined)	-3	2	1.6	-1	-5	-4	-0.1	3	184	-4
O=C(NCc1ccc(Cl)c(Cl)c1)C1CCCC1	0	-13	-0.4	-3	2	0	0.2	-7	97	4
Cc1n[nH]c(C)c1CCN(C)Cc1cn(C)nc1-c1ccc2c(c1)OCCO2	-1	-4	-0.2	1	11	-2	0.1	2	88	1
CCN(CC)C(=O)c1cc(S(=O)(=O)N2CCCCC2)c[nH]1	-3	0	-0.5	0	-13	0	0.0	/	100	-7
COc1cc(OC)cc(OC(=O)C2CCN(S(=O)(=O)c3ccc(OC)c(OC)c3)CC2)c1	-1	12	1.1	2	-1	-2	-0.1	5	101	-2
O=S(=O)(NCCOCC(F)(F)F)c1ccc2oc3ccccc3c2c1	6	-6	-2.1	-3	-41	-3	0.4	-8	89	1
CN(CC(=O)Nc1ccc(F)cc1)CC(=O)N(C)C1(C#N)CCCCC1	2	8	-0.7	-1	7	3	0.1	-5	101	-3
O=C(O)c1cnn(-c2nc(-c3ccc(Cl)cc3)cs2)c1C(F)(F)F	7	-5	-0.5	2	1	-6	-0.1	-2	98	-8
O=[N+]([O-])c1ccc(Sc2ccccn2)nc1	1	9	1.0	-5	6	-12	0.2	2	94	-21
O=C1C2C(C(=O)N1/N=C/c1ccc([N+](=O)[O-])o1)C1C=CC2C12CC2 (centres undefined)	-1	8	-1.8	8	8	3	1.4	13	98	-6
COc1ccccc1OCCNC(=O)c1ccc(Br)cc1	-3	-1	0.0	-2	0	3	-0.1	-7	98	-2
COc1ccc(CNC(=O)C(c2ccco2)N(C(=O)c2csnn2)c2cccc(C)c2C)cc1 (centres undefined)	-4	4	3.1	-2	8	7	0.2	/	97	/
NS(=O)(=O)c1ccc(NC(=S)NCc2ccc(Cl)cc2)cc1	-3	10	1.2	-4	-3	1	0.0	-3	91	-2
COc1ccc(NC(=O)CN(C)CC(=O)NC(=O)NC2CCCCC2)cc1	2	-8	0.1	1	-6	-10	0.4	-3	117	-4
COc1ccc(-n2c(C)nc3cc(C(=O)NCc4ccc5c(c4)OCO5)ccc32)cc1	0	13	0.4	0	0	-5	-0.2	2	100	-3
CCCNc1ccc(S(=O)(=O)N(C(C)C)C(C)C)cn1	-1	3	4.3	4	-4	-1	-0.3	-16	107	-3
CCCCC(CC)C(=O)Nc1ccccc1C(=O)NC(C)C (centres undefined)	3	5	-2.7	-1	-2	-1	0.0	-7	103	-9
C=CCN(c1ccccc1)S(=O)(=O)c1cccc(C(=O)Nc2ncccc2C)c1	0	-3	0.1	-3	-4	-8	0.2	6	92	-5
CCN(CC)c1ccc(N=CN2CCOCC2)cc1	-9	-4	0.1	2	1	4	-0.2	-2	97	-3
CCOC(=O)c1c(NC(=O)c2ccc(Cl)cc2)csc1C	0	-8	-1.5	0	-10	-10	-0.2	8	103	-8
COc1ccc(CCC(=O)NCc2cccc(C(F)(F)F)c2)cc1	1	-5	-0.1	-1	0	-2	0.0	-10	96	-3
C=C(C)CSc1nc2ccccc2c(=O)n1-c1c(C)n(C)n(-c2ccccc2)c1=O	3	1	-0.7	0	7	-4	0.0	-6	99	-2
COC(=O)c1ccc(NC(=O)C2CCCN2C(=O)OCc2ccccc2)cc1 (centres undefined)	-6	-3	-0.4	0	-9	-1	0.3	-6	103	-2
CC(C)NC(=O)COc1ccc(S(=O)(=O)N2CCCC2)cc1	5	-3	0.7	0	-2	-14	-0.1	-1	96	-5
O=C(CSc1ccc2ccccc2n1)NC1CC1	-1	-2	0.8	3	1	16	-0.2	-7	99	-5
COc1ccc(Cc2c(-c3cccc(Cl)c3)nc3cc(C)c(Br)c(C)n23)c(C)c1	-2	/	-1.0	/	/	-1	-0.2	/	100	-6
CC(=O)Nc1ccc(-c2csc(NC(=O)Cc3cccc(F)c3)n2)cc1	0	7	-0.5	1	4	17	0.1	-8	96	-3
Nc1nc(NC(=O)c2ccccc2Cl)nn1-c1ccccc1	-3	5	-0.3	1	-1	-2	-0.1	12	97	-3
CCOC(=O)N1CCN(c2cc(N3CCOCC3)c(F)cc2[N+](=O)[O-])CC1	0	4	-0.7	0	0	6	-0.3	-4	91	-6
CN(C)C(=O)c1cccc(-c2cnc3sc(NCc4ccc5c(c4)OCO5)nn23)c1	-4	9	1.3	-12	44	-2	0.9	-12	97	-7
CCCn1c(N)c(C(=O)CN2CCN(S(=O)(=O)c3cccs3)CC2)c(=O)[nH]c1=O	2	4	2.3	0	0	2	0.2	3	98	-4

Compounds from the list above with a thiophene ring, fused or not (2):
SMILES	HTR2A ag	PDI inh	hiPSC survival	Glyco luc inh	H9c2 protect	Granule exo inh	aDG glyco up	Vif imaging	ABCB6 inh 2	CaV13 ICDI inh
CCOC(=O)c1c(NC(=O)c2ccc(Cl)cc2)csc1C	0	-8	-1.5	0	-10	-10	-0.2	8	103	-8
CCCn1c(N)c(C(=O)CN2CCN(S(=O)(=O)c3cccs3)CC2)c(=O)[nH]c1=O	2	4	2.3	0	0	2	0.2	3	98	-4

Random draw from the library; any-hit rate near 3.1%.
